proCasp3 act: activates human procaspase-3; P42574; recombinant procaspase-3 D3A, Ac-DEVD-pNA absorbance 405 nm; activation, % at 8.5 µM; 330,000 tested, 0.11% active;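 active means activation above the mean of all tested compounds plus 3 SD, cut at about 21% in these data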;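 further: 0% = DMSO alone and 100% = DMSO wells spiked with extra 5 µM PC-3 D3A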
Target sequence (P42574 whole entry D9A/D28A/D175A): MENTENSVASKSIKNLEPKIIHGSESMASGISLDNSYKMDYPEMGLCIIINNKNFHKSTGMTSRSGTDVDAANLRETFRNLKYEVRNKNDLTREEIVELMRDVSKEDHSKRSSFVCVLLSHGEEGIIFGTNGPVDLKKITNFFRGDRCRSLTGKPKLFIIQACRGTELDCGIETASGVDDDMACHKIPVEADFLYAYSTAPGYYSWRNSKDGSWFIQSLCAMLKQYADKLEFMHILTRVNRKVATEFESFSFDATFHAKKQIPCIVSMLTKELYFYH
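material = Procaspase-3 D3A mutant | probe or stimulus = Ac-DEVD-pNA | compound = single dose, 8.5 µM nominal compound, 0.8% DMSO | timing = 1 h preincubation, 2 h reaction | measured by = 405 nm absorbance of p-nitroaniline, reads at 0 and 120 min | benchmarks = DMSO-only low control, 5 µM PC-3 D3A high control | repeats = singlicate, each compound tested once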
AHR activator: activators of human aryl hydrocarbon receptor | P35869 | AHR-responsive luciferase reporter cells, luminescence | activation, % at 5 µM | 320,000 tested, 2.5% active; in the data active means activation above about 47%;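 further: 0% = vehicle wells and 100% = reference agonist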
Target sequence (P35869 whole entry, looked up): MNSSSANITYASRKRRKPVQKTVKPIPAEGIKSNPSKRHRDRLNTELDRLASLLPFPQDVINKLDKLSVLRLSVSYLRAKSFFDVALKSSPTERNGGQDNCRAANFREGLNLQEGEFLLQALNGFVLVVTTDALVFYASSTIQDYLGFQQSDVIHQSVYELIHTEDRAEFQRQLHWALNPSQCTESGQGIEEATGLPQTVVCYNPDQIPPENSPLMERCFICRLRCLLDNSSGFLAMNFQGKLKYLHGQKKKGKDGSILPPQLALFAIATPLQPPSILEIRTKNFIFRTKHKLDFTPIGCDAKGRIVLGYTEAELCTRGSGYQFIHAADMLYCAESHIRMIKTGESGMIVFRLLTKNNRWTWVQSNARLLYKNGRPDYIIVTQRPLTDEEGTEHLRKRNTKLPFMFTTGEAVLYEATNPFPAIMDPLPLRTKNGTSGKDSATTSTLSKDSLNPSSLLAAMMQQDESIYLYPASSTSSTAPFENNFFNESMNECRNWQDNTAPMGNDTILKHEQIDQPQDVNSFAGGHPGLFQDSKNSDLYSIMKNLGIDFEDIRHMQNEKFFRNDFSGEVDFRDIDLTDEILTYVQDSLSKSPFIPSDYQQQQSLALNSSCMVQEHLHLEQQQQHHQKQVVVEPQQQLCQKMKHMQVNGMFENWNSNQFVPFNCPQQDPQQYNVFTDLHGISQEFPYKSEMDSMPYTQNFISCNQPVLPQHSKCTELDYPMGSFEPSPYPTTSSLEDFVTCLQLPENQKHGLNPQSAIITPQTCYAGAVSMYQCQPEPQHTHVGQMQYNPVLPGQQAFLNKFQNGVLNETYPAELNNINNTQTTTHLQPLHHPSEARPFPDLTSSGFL
LAP4 TOR yeast: yeast TOR pathway LAP4-GFP modulation | S. cerevisiae LAP4-GFP multiplex, flow cytometry GFP, 3 h; median GFP as percent of DMSO wells | GFP response vs DMSO, % at 10 µM | 320,000 tested, 0.34% active;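 active means GFP response vs DMSO above a set limit, about the screen mean plus 3 SD, cut at about 150% in these data; inconclusive means under 70 cell events counted for the yeast strain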
CIT2-GFP yeast: yeast TOR pathway CIT2-GFP modulation. GFP response vs DMSO, % at 10 µM. S. cerevisiae CIT2-GFP strain, flow cytometry, 3 h; 100 means same as DMSO wells. 320,000 tested, 0.065% active. AID 2029;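 active means GFP response relative to DMSO above a set limit, near the screen mean plus 3 SD, cut at about 150% in these data; inconclusive means Fewer than 70 cells measured for a yeast strain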;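 further: ratio of well median GFP fluorescence to mean of DMSO wells on the plate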
RPL19A TOR yeast: modulators of TOR pathway RPL19A-GFP in S. cerevisiae | 330,000 tested, 0.3% active | S. cerevisiae RPL19A-GFP strain, flow cytometry, 3 h; hits give low values | percent response vs DMSO, % at 10 µM;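 active means percent response vs DMSO below 50%; inconclusive means fewer than 70 events counted for the yeast strain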;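 further: median channel GFP fluorescence of the barcoded RPL19A-GFP strain; ratio of sample median GFP to plate DMSO average so 100% = DMSO; lower means less RPL19A-GFP as with rapamycin TOR inhibition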
proCasp7 act: counter-screen: procaspase-7 (human) activation | 330,000 tested, 0.093% active | AID 463210 | activation, % at 8.5 µM | recombinant procaspase-7, Ac-DEVD-pNA absorbance 405 nm; D23A/D198A/D206A triple mutant, cannot self-cleave; scale: DMSO 0, 5 µM enzyme 100;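 active means percent activation above the screen-wide mean plus 3 SD, cut at about 25% in these data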
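Assay system: Uncleavable procaspase-7 mutant enzyme / Input: 2 µM procaspase-7 mutant as dispensed / Dosing: single nominal 8.5 µM compound dose, 0.8% DMSO final / Timing: 1 h enzyme–compound preincubation and 2 h substrate reaction, both 25 °C / Detection: p-Nitroaniline absorbance at 405 nm, read at 0 and 120 min / Replication: singlicate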
MEP2 TOR yeast: yeast TOR pathway MEP2-GFP modulation; S. cerevisiae MEP2-GFP strain, flow cytometry GFP, 3 h; 100% = DMSO control level; GFP response vs DMSO, % at 10 µM; 330,000 tested, 0.51% active;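 active means GFP response versus DMSO above a set limit, roughly screen mean plus 3 SD, cut at about 180% in these data; inconclusive means fewer than 70 cells counted for a yeast strain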;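 further: median GFP fluorescence of the barcode-gated MEP2-GFP cells per well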
AGP1 TOR yeast: alters AGP1-GFP fluorescence in TOR pathway yeast screen; 320,000 tested, 0.02% active; GFP response vs DMSO, % at 10 µM; S. cerevisiae AGP1-GFP multiplex flow cytometry, 3 h; GFP as percent of DMSO wells; AID 2066;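 active means GFP response relative to DMSO above a set limit, near screen average plus 3 SD, cut at about 150% in these data; inconclusive means fewer than 70 cells counted for the yeast strain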;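 further: median GFP channel fluorescence of the gated AGP1 strain per well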
Active calls of the source: *; ? = inconclusive; · = no result given; [ ] = remark or other dose.

SMILES	proCasp3 act	AHR activator	LAP4 TOR yeast	CIT2-GFP yeast	RPL19A TOR yeast	proCasp7 act	MEP2 TOR yeast	AGP1 TOR yeast
Cc1ccsc1C(=O)N1CCN(S(=O)(=O)c2cccc(F)c2)CC1	-4	0	92	84	85	8	88	90
Cc1nc2ccccc2c(=O)n1/N=C/C=C/c1ccccc1	6	3	106	92	94	-4	90	106
CC1Oc2ccccc2N(Cc2cccc(F)c2)C1=O (stereo not drawn)	7	-5	88	94	95	9	97	92
O=C(COC(=O)c1cc(S(=O)(=O)N2CCOCC2)c(Cl)cc1Cl)NCc1ccco1	1	2	100	108	105	7	103	106
N#Cc1ccsc1NC(=O)C1CCN(C(=O)c2ccc(F)cc2)CC1	2	20	100	93	99	-1	93	103
Cc1ccc(C)c2[nH]c(=O)c(CCNC(=O)c3cccs3)cc12	10	-3	98	101	102	4	100	101
O=C(Cn1nnc(-c2ccc(S(=O)(=O)N3CCCC3)cc2)n1)Nc1ccccc1-n1cccc1	4	0	98	105	·	-11	99	101
COc1ccccc1C1CCN(Cc2ccc3ccccc3c2)CC1	-3	1	102	109	111	-2	109	105
Cc1ccc(C23CC4CC(CC(CC(=O)NC(C)(C)CO)(C4)C2)C3)cc1	-7	2	94	92	98	-9	94	95
CCOC(=O)c1c(NC(=O)c2nc3n(n2)C(C(F)F)CC(C)N3)sc2c1CCCC2 (stereo not drawn)	3	2	93	94	96	12	98	99
Cc1cccc(C(=O)N2CCC(=O)N(C(COCc3cccc(C(F)(F)F)c3)Cc3ccccc3)CC2)c1 (stereo not drawn)	-2	2	123	78	102	2	92	90
CC1CCCC(NC(=O)COC(=O)c2ccc3ccccc3n2)C1C (stereo not drawn)	-7	12	108	118	114	-16	107	103
CC(C)[C@H](NS(=O)(=O)c1cccc(C(F)(F)F)c1)C(=O)OCC(N)=O	-2	1	98	91	90	1	85	90
c1ccc(Cc2nnc3sc(-c4cccs4)nn23)cc1	-5	34	107	100	99	5	108	104
CC(C)[C@H](NC(=O)[C@H](Cc1ccccc1)n1c(=O)[nH]c2ccccc2c1=O)C(=O)N1CCC[C@@H]1C(=O)O	-2	0	101	99	97	-3	92	98
CN(C)S(=O)(=O)c1ccc(C(=O)NCCSc2ccc(Br)cc2)cc1	-9	0	105	104	111	9	109	108
Cc1ccccc1N1CCN(C2CCCN(C(=O)c3noc4c3CCCC4)C2)CC1 (stereo not drawn)	-1	-2	108	104	94	-5	95	112
O=C(c1ccc2c(c1)OCO2)N(Cc1cccs1)C1(C(=O)NC2CCCCC2)CCCCC1	-1	2	95	102	102	7	101	99
COc1ccc(N2CCN(C(=O)COC(=O)c3ccc(C)o3)CC2)cc1	13	-2	106	95	97	-3	97	109
CN(Cc1ccccc1)c1nnc(N)s1	4	4	101	101	99	10	111	102
O=C(Cn1c(C(F)(F)F)nc2ccccc21)N/N=C/c1ccco1	3	1	105	105	102	4	102	104
O=C(c1ccccc1)c1nnc(-c2ccccc2F)o1	3	1	89	·	101	-7	102	103
CSC1=NC(C)N2C(SC)=NC(C)N12 (stereo not drawn)	2	0	106	99	99	7	102	103
COc1ccccc1CNC(=O)CCc1nnc2ccc(NCCCN3CCCC3=O)nn12	3	0	103	107	102	-1	97	103
CC(C)C[C@@H](C(=O)NCC1CCCO1)N1C(=O)N2CCc3c([nH]c4ccccc34)[C@@]2(C)C1=O (stereo partly drawn)	-6	10	103	96	104	-3	109	100
CCN1CCN(c2c(C(=O)c3ccc(OC)cc3)cnc3ccccc23)CC1	3	1	115	103	98	-6	123	108
COc1ccc(-c2[nH]ncc2CN(C)Cc2cnccn2)c(OC)c1	-2	1	97	100	96	4	99	101
CC1CCCC(C)N1C(=O)COC(=O)c1ccc(Br)o1 (stereo not drawn)	3	1	104	93	99	-5	102	97
Cc1cc(NC(=O)c2ccc(Cl)cc2)c(C)cc1O	2	34	113	104	104	4	104	110
COc1ccc(CC(=O)Nc2ccc(C(=O)Nc3ccccc3C(=O)O)cc2)cc1OC	0	1	85	97	108	2	102	98
O=C(O)CSCC(=O)NCc1ccc(Cl)cc1	-2	-4	89	102	105	4	99	102
COc1ccc(S(=O)(=O)N2CCOCC2)cc1NC(=O)Cc1ccsc1	10	6	92	122	102	-8	111	106
CC(C)NCC#CCOc1ccc(Cl)cc1	0	4	89	100	98	-1	95	96
Cc1cccc(C)c1NC(=S)NN1CCN(C)CC1	2	2	83	·	94	6	97	93
C[C@H](CO)N1C[C@H](C)[C@@H](CN(C)S(C)(=O)=O)Oc2c(NC(=O)c3ccncc3)cccc2C1=O	-2	-1	107	94	92	1	101	98
CC(=O)C[C@@H](O)CC(=O)[C@H]1OC(=O)[C@H](C)C/C=C\Cc2ccccc21	4	0	83	88	92	6	92	93
COCCn1c(N)c(NCc2ccccc2)c(=O)[nH]c1=O	-3	2	95	89	89	1	102	93
Cc1ccc(S(=O)(=O)Nc2cc(=O)[nH]c(SCc3ccc(Cl)cc3)n2)cc1	0	0	106	107	102	1	108	109
CCOc1ccc(NC(N)=O)cc1	2	2	95	100	97	-1	104	97
CC(NC(=O)C1CCCCC1)C(=O)NC1=NCCS1 (stereo not drawn)	3	0	98	106	99	-1	99	93

Complete entries from above. Values in the order: proCasp3 act	AHR activator	LAP4 TOR yeast	CIT2-GFP yeast	RPL19A TOR yeast	proCasp7 act	MEP2 TOR yeast	AGP1 TOR yeast
c1ccc(Cc2nnc3sc(-c4cccs4)nn23)cc1 across the screens: -5	34	107	100	99	5	108	104
CC(=O)C[C@@H](O)CC(=O)[C@H]1OC(=O)[C@H](C)C/C=C\Cc2ccccc21 across the screens: 4	0	83	88	92	6	92	93

Shown in markdown: entries from further up
| structure | proCasp3 act | AHR activator | LAP4 TOR yeast | CIT2-GFP yeast | RPL19A TOR yeast | proCasp7 act | MEP2 TOR yeast | AGP1 TOR yeast |
| --- | --- | --- | --- | --- | --- | --- | --- | --- |
| CC(NC(=O)C1CCCCC1)C(=O)NC1=NCCS1 (stereo not drawn) | 3 | 0 | 98 | 106 | 99 | -1 | 99 | 93 |
| COc1ccc(-c2[nH]ncc2CN(C)Cc2cnccn2)c(OC)c1 | -2 | 1 | 97 | 100 | 96 | 4 | 99 | 101 |
| COCCn1c(N)c(NCc2ccccc2)c(=O)[nH]c1=O | -3 | 2 | 95 | 89 | 89 | 1 | 102 | 93 |

Further records.
SMILES	proCasp3 act	AHR activator	LAP4 TOR yeast	CIT2-GFP yeast	RPL19A TOR yeast	proCasp7 act	MEP2 TOR yeast	AGP1 TOR yeast
NS(=O)(=O)c1ccc(CCNC(=O)C(=O)Nc2cc3c4c(c2)CC(=O)N4CCC3)cc1	3	4	88	96	87	0	95	87
NC(=O)CN1CCN(Cc2ccc3c(c2)OCO3)CC1	-7	-1	103	116	102	4	119	104
COc1ccc(-c2oc3cc(OC)c(O)c(OC)c3c(=O)c2OC)cc1O	-8	16	103	97	97	-5	104	100
COc1ccc(NC(=O)c2c3c(nc4ccccc24)CCN(Cc2ccccc2)C3)c(OC)c1	-12	30	80	68	99	-11	93	81
Fc1ccc(-c2[nH]ncc2CN2CCN(c3ccc(F)cc3)CC2)cc1	-3	-1	98	90	94	-3	91	99
COc1cc(C(=O)OC2CSCC2NC(=O)c2ccccc2)cc(OC)c1OC (stereo not drawn)	6	2	98	105	103	-3	103	102
COc1ccc(NC(=O)Cn2nnc(-c3ccccc3F)n2)cc1	1	9	103	103	97	2	106	106
COc1c(O)c(O)c2oc(-c3ccccc3)cc(=O)c2c1OC	-11	2	103	93	99	-25	100	88
Clc1ccccc1COc1ccc(/C=N/n2cnnc2)cc1	6	-10	105	88	94	1	99	91
NNC(=O)/C(=C\c1ccco1)NC(=O)c1ccco1	-8	3	79	92	92	14	85	87
CS(=O)(=O)Nc1ccc(C(=O)NCCSCc2ccco2)cc1	-6	-3	100	105	106	-7	107	101
COc1ccccc1CC(=O)Nc1ccon1	9	-1	97	97	102	-3	103	98
CCN1CCN(c2ncc(C(=O)N3CCCc4ccccc43)c3ccccc23)CC1	0	3	93	93	97	1	91	96
COCCn1nnnc1SCC(=O)c1ccc(F)cc1	8	-1	108	109	106	-2	104	103
CC(C)(C)OC(=O)N1Cc2ccccc2C[C@H]1C(=O)NCC(=O)NCC1CCCO1 (stereo partly drawn)	1	-2	90	95	97	2	99	98
Cc1nn(C)cc1CNC(=O)c1ccc(F)cc1	5	4	92	99	107	9	102	98
CC(NC(=O)c1cc([N+](=O)[O-])cc([N+](=O)[O-])c1)c1ccc(-n2ccnc2)cc1 (stereo not drawn)	1	38	77	·	103	0	99	89
CCOc1ccc(CCNC(=O)c2cc(S(=O)(=O)N3CCOCC3)ccc2C)cc1OCC	8	0	99	100	99	1	98	103
CCOc1nc(-c2ccccc2)c2cc(Br)ccc2n1	-4	14	90	85	99	-4	102	86
COc1ccc(C2C(C(=O)c3ccco3)=C(O)C(=O)N2Cc2cccnc2)cc1OC (stereo not drawn)	-4	0	84	87	84	-52	90	91
C=C(C)C(=O)OC1(C(F)(F)F)Oc2cc(C)ccc2NC1=O (stereo not drawn)	5	-1	108	91	98	-14	103	100
CCOC(=O)c1ccc(NC(=O)CC2S/C(=N/N=C/c3c[nH]c4ccccc34)NC2=O)cc1 (stereo not drawn)	8	15	95	113	96	6	93	98
Cc1ccc2oc(C(=O)N3CCN(C)C[C@@H]3C(C)C)c(C)c2c1	15	4	95	104	105	-1	106	104
COc1cc(Cl)c(CN2CCC(CCC(=O)NC3CC3)CC2)cc1OC	-1	11	95	103	105	-11	109	101
Cc1cccc(NC(=O)c2ccc(S(=O)(=O)N(C)c3ccccc3)cc2)n1	2	14	94	99	99	10	98	99
CCc1ccc(/C=C/C(=O)c2ccc(N3CCOCC3)cc2)cc1	1	0	131	80	91	-12	90	91
COc1ccc(/C=C/C(=O)Nc2ccc(C)c(S(=O)(=O)N3CCOCC3)c2)cc1	0	-3	112	104	106	3	104	103
COc1ccc(N(CC(=O)Nc2nccs2)S(=O)(=O)c2c(C)[nH]c(=O)[nH]c2=O)cc1	-2	2	99	103	100	-2	107	102
COc1ccc(OCc2nc3ccccc3[nH]2)cc1	0	6	108	91	97	5	98	95
CCCNc1c(NS(=O)(=O)c2ccc(NC(=O)CC)cc2)c(=O)oc2ccccc12	0	1	93[may fluoresce violet]	?	63[may fluoresce violet]	6	138[may fluoresce violet]	18[may fluoresce violet]
FC(F)(F)c1cc(-c2ccco2)nc(-n2nc(C(F)(F)F)cc2C2CC2)n1	3	5	93	100	99	-6	100	100
COc1ccc(CNC(=O)Cc2c[nH]c3ccccc23)cc1OC	-2	10	105	100	100	0	105	92
CCC1(C)Cc2c(sc3nc(NN)n(C)c(=O)c23)CO1 (stereo not drawn)	-9	62*	108	100	100	-6	103	103
O=C(N/C(=C\c1cccc([N+](=O)[O-])c1)C(=O)N1CCOCC1)c1ccco1	-11	3	93	107	102	7	106	108
Cc1ccc(NC(=O)COc2ccc3c(c2)OCO3)c(C)c1	10	-1	98	94	98	-1	95	92
O=C1C(Cc2ccccc2O)NC(=S)N1c1ccccc1 (stereo not drawn)	-1	0	102	102	99	2	100	101
COC(=O)C1(C)NC(c2ccc(O)cc2)C2C(=O)N(c3ccc4c(c3)OCCO4)C(=O)C21 (stereo not drawn)	-2	3	90	·	98	-8	96	96
NC(=O)COn1c(SCC(N)=O)nc2ccccc2c1=O	-9	0	102	88	93	3	90	93

Screening results deposited in PubChem BioAssay by several laboratories.
